Bioassay records as filed in PubChem.
RAD54 inh: inhibitors of human RAD54 branch migration, primary screen, biochemical, fluorescence, single point. DNA repair and recombination protein RAD54-like (Homo sapiens), Q92698. RAD54 Holliday junction branch migration, FAM/BHQ fluorescence. inhibition, % at 10.4 µM. 360,000 compounds, 0.14% hits;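 active means mean normalized replicate activity at least 40 and at least half of replicates scoring 40 or more; inconclusive means only one of the two criteria met; inactive means mean below 40 and under half of replicates reaching 40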;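 further: 0% = median of neutral control wells and 100% = median of positive control wells; inhibitors cause a drop in the FAM fluorescence signal; in these data hits start at about 50%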
Target sequence (Q92698 whole entry, looked up): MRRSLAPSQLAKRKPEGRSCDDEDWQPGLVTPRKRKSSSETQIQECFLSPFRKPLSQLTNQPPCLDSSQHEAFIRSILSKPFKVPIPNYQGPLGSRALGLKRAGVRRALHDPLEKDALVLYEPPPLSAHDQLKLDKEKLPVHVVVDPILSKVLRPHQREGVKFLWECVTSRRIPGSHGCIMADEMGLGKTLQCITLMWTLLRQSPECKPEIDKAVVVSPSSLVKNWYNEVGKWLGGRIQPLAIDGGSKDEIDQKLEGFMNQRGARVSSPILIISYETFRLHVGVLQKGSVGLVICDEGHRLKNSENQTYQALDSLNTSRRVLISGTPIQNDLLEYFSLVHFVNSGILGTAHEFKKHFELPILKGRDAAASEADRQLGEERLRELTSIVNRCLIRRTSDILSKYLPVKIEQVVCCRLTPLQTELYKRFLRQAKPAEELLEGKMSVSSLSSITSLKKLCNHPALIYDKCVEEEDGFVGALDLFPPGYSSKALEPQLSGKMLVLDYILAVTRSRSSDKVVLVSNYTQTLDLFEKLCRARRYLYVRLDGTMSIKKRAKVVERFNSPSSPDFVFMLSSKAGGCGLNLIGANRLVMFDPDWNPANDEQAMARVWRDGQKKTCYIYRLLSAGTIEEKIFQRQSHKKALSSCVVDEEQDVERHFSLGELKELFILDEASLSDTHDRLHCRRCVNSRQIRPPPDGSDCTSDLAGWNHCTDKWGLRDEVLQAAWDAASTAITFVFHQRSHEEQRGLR
CFTR F508del cor: F508del CFTR correction, initial screen, CFBE line, single point. AID 720511, 2013. 350,000 compounds, 0.36% hits. activity (quench increase), % at 7.58 µM. CFBE cells, YFP halide quenching; stimulated with forskolin plus potentiator P3; % fluorescence drop versus neutral controls;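 active means mean added fluorescence quench of at least 8% versus neutral control, with both replicates also reaching 8%; inconclusive means only one of the mean or replicate conditions met; inactive means mean below 8% and not both replicates reaching 8%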;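 further: cells transiently co-express mutant CFTR-F508del with the halide-sensitive YFP; corrector assay measuring rescue of mutant channel to the surface after 24 h compound exposure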
E-sel inducer: E-selectin induction in HUVECs, primary screen, imaging, HUVEC, immunofluorescence imaging, single point; P16581; normalized: neutral wells 0, TNF-alpha wells 100; activation, % at 7.58 µM; 260,000 compounds, 0.37% hits;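 active means mean E-selectin-positive cell signal at least 10% of the positive control, reached in at least 60% of replicates, without over 20% cell loss; inconclusive means no rule given, readout overlaps actives, possibly toxicity-flagged; inactive means the rest, including those meeting only one limit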;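 further: in these data hits start at about 27%; measured in HUVEC primary endothelial cells; signal is the percent of cells scored E-selectin positive by PE staining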
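Read-out: % PE-positive cells | Test system: HUVEC | Doses: One compound dose added by pin transfer | Buffer or medium: EGM-2 over gelatin coat | Signal: Immunofluorescence imaging | Benchmarks: TNF-alpha, DMSO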
Xi reactivation: activators of inactive X chromosome reactivation, primary screen, imaging, XiGFP fibroblasts, GFP high-content imaging, set 2; 360,000 compounds, 0.055% hits; activation, % at 7.58 µM; XiGFP mouse fibroblasts, % GFP-positive cells imaging, 3 d; cells co-treated with 5-aza-dC sensitizer; scaled so ellipticine positive control = 100%; AID 743238, 2013;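 active means mean normalized replicate activation at least 10% and every replicate at or above 10%; inconclusive means only one of the two criteria met; inactive means mean below 10% and not all replicates reach 10%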;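 further: 0% = median of on-plate neutral control wells and 100% = ellipticine 6 µM median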
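System: SV40-immortalized XiGFP fibroblast cells, line 68-5-11 / Incubation: 3-day compound exposure, then 15 min fixation at room temperature / Compound: single concentration per compound, delivered by pin transfer / Buffer or medium: DMEM plus 5-aza-dC sensitizer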
DENV2 CPE rescue: inhibitors of DENV2 cytopathic effect, primary screen, cell-based, plate reader, single concentration. 350,000 compounds, 1.7% hits. AID 651640, 2012. CPE inhibition, % at 9.99 µM. DENV2-infected cells, cytopathic effect rescue; in the data active means CPE inhibition above about 20%, passing the limit was not always enough; inconclusive means no clear call, values can overlap the other calls; tested in BHK-21 cells;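 further: 0% = median of neutral control wells and 100% = median of positive control wells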
CASP6 VEID inh: human caspase-6 inhibitors, primary screen, biochemical, VEID-R110 fluorescence, single point, set 2 | purified caspase-6, Z-VEID-R110 cleavage fluorescence | 350,000 compounds, 0.53% hits | AID 686996, 2013 | inhibition, % at 12.5 µM;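 active means mean inhibition across replicates at least about 35%, with every replicate also reaching that limit, limit read from the data; inconclusive means only one of the two criteria met; inactive means neither criterion met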;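 further: 0% = median of neutral control wells and 100% = no fluorescence left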
Target sequence (P55212 24-179 limits assumed): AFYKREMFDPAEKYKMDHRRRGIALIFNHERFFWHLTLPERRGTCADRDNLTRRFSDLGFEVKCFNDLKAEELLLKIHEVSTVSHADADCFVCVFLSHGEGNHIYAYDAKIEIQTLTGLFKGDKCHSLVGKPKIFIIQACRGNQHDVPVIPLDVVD
Target sequence (P55212 194-293 limits assumed): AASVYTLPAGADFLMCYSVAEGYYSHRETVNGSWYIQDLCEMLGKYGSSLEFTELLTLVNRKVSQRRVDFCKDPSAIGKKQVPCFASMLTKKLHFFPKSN
RAD52 anneal inh: RAD52 DNA annealing inhibitors, primary screen, biochemical, FRET, single point, set 2. inhibition, % at 18.7 µM. 360,000 compounds, 0.46% hits. AID 651710, 2012. DNA repair protein RAD52 homolog (Homo sapiens), P43351. recombinant RAD52 DNA annealing, FRET fluorescence;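 active means every replicate showing at least 50% inhibition; inconclusive means mean inhibition at least 50% but not in every replicate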
INS-1E GSIS act: GLuc luminescence reporter in INS-1E cells, primary screen for activators of glucose-dependent secretion of insulin; INS-1E GLuc reporter insulin secretion, 2-3 h; activation, % at 16.6 µM; 370,000 compounds, 0.61% hits; AID 743287, 2014;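 active means lowest replicate activation of at least 40%, so every replicate reaches that level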;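 further: 0% = median of neutral control wells and 100% = median of IBMX positive control wells; some compounds called inactive have numbers as strong as hits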
Active calls of the source: *; ? = inconclusive; . = no result given; & = joins results of further samples.

SMILES	RAD54 inh	CFTR F508del cor	E-sel inducer	Xi reactivation	DENV2 CPE rescue	CASP6 VEID inh	RAD52 anneal inh	INS-1E GSIS act
O=C(NCCOc1ccc(Cl)cc1)c1ccc2ccccc2n1	.	1.1	.	0.6	6	-2	-7	-11
CC(C)NC(=O)N(C)C[C@@H]1OCCCC[C@@H](C)Oc2ccc(N(C)C)cc2C(=O)N([C@@H](C)CO)C[C@@H]1C	-3	0.8	1.5	0.4	-3	12	-38	10
CCOC(=O)N1CCC(Nc2c([N+](=O)[O-])cc(C(=O)O)cc2[N+](=O)[O-])CC1	4	1.8	0.1	0.0	-6	3	-10	55
CCCNc1c(NS(=O)(=O)c2cccc(C#N)c2)c(=O)oc2ccccc12	-5	-4.9	.	0.0	-1	-2	-10	56*
Nn1c(SCC(=O)Nc2ccccc2Br)nnc1-c1ccco1	-1	-0.1	0.5	0.1	9	3	-14	2
CC=Cc1ccc2n(c1=O)C[C@H]1[C@H](CO)[C@@H](C(=O)N[C@H](C)c3ccccc3)[C@@H]2N1Cc1cncnc1 (mixture of isomers)	-8	-0.6	-0.1	0.2	14	-2	-4	-2
CCOC(=O)c1c(C)[nH]c(C)c1S(=O)(=O)N(C)CC(=O)NCc1ccc(F)cc1	-1	0.0	.	-0.1	1	1	-14	10
Cc1ccc(-c2nc(CS(=O)CC(=O)NCc3ccccc3)c(C)o2)cc1 (stereo not given)	-1	3.4	.	-0.1	?	1	-18	-7
CCOC(=O)[C@@H]1[C@H]2COc3ccccc3[C@H]2N2C(=O)N(c3ccc(OC)cc3)C(=O)[C@]12C	4	-0.7	.	0.0	-10	-2	-2	-4
CCCc1cn(CC[C@@H]2CC[C@@H](NC(=O)CCN3CCCCC3)[C@H](CO)O2)nn1	-3	-3.9	-0.1	0.5	2	2	0	6
O=C(Nc1cc(F)ccc1F)N1CC(=O)N2[C@H](CO)[C@@H](c3ccc(C#CC4CCCC4)cc3)[C@@H]2C1	.	2.1	0.4	0.1	8	0	-8	-6
COc1cccc(CN2CC3(CCN(C)CC3)c3c([nH]c4cc(OC)ccc34)[C@@H]2CO)c1	.	1.5	-0.1	0.1	3	1	13	11
O=C(O)c1cc2nccc(-c3ccco3)n2n1	-5	-1.0	.	-0.1	-5	16	-13	4
Cc1noc(C)c1S(=O)(=O)Nc1ccc2c(c1)C(=O)N([C@H](C)CO)C[C@@H](C)[C@H](CN(C)S(=O)(=O)c1ccccc1)O2	-4	-0.4	-0.1	1.0	7	1	2	-14
C[C@@H]1CN([C@H](C)CO)C(=O)c2cccc(NC(=O)C3CC3)c2O[C@H]1CN(C)S(=O)(=O)c1ccc(F)cc1	1	-2.1	0.0	-0.9	-9	2	1	15
Cc1ncn(C23CC4CC(CC(C4)C2)C3)n1	.	.	-2.1	0.0	8	-2	-2	38
Clc1cccc(CNc2ccn3nc(-c4ccc(OCc5ccccc5)cc4)cc3n2)c1	-9	-1.9	-0.1	-0.1	11	0	-82	.
Cn1c2ccccc2c(=O)c2cc(C#CC3=CCCCC3)ccc21	5	-3.8	-0.3	-0.2	-6	2	-21	8
CC1=[N+]([O-])C(C)(C)N(O)C1(C)C	.	-0.9	8.2	0.4	3	0	-8	-9
C/C=C/c1ccc2c(c1)O[C@@H](CN(C)Cc1ccc(F)cc1)[C@H](C)CN([C@@H](C)CO)S2(=O)=O	-10	1.9	-0.3	-1.1	10	-1	3	8
Cc1cc(C)c(C(=O)N2CCC(N3CCC(C(=O)NC(C)C)CC3)CC2)o1	-3	1.2	0.1	0.3	-3	-8	-27	-10
COC(=O)[C@]12C[C@H](CC(=O)NCCC(C)C)C(=O)N(Cc3ccccc3)C1=C[C@H](C(C)C)O[C@@H]2C1CC1	.	-0.1	5.7	0.3	?	-8	-1	.
CC(=O)c1cccc(NC(=O)NC2CCCc3ccccc32)c1 (stereo not given)	.	-1.8	.	0.1	.	-1	-9	-3
C[C@@H]1CN([C@@H](C)CO)S(=O)(=O)c2ccc(/C=C/c3ccccc3)cc2O[C@@H]1CN(C)CC1CC1	0	-2.3	-0.4	-0.7	6	-5	16	5
CCCCN1C(=O)C(=O)N(CC(=O)c2cc(C)n(-c3cc(C)on3)c2C)C1=O	.	1.3	2.0	-0.1	1	1	-10	-4
CC(=O)OCC1OC(OCc2cn(C[C@H]3CC[C@H](Cn4cc(COC5OC(COC(C)=O)C(OC(C)=O)C(OC(C)=O)C5OC(C)=O)nn4)O3)nn2)C(OC(C)=O)C(OC(C)=O)C1OC(C)=O (stereo not given in full)	-1	0.2	0.0	0.0	-8	-3	-53	4
CCOn1c(=O)c(=O)n(O)c2ccccc21	.	4.9	.	0.0	2	2	-12	-7
C[C@H](CO)N1C[C@H](C)[C@H](CN(C)C)Oc2ccc(NS(=O)(=O)c3ccc(F)cc3)cc2C1=O	7	0.9	0.0	-1.1	29*	2	-3	-5
N#Cc1c(Nc2ccc(Cl)cc2)s[nH]c1=O	.	-2.8	.	0.0	9	-1	-38	.
CC(=O)Nc1ccccc1NC(=O)C/C(C)=N/NC(=O)Cc1cccc2ccccc12	4	-0.8	-0.2	0.0	-4	1	-6	62
CCc1nc2ccc(C(=O)N(C)Cc3ccco3)cn2c1N(C)CCCc1ccccc1	-5	2.2	0.0	0.0	12	-2	-17	-22
C[C@@H]1CCCCO[C@@H](CN(C)C(=O)Nc2ccccc2)[C@@H](C)CN([C@H](C)CO)C(=O)c2cc(NC(=O)CCC(F)(F)F)ccc2O1	2	-4.6	.	0.1	-3	0	3	1
COc1ccc(S(=O)(=O)Nc2ccc3c(c2)C(=O)N([C@H](C)CO)C[C@H](C)[C@@H](CN(C)Cc2ccccc2)OCCCC[C@@H](C)O3)cc1	13	0.3	0.3	0.0	-14	.	.	20
CS(=O)(=O)n1nc(-c2ccc(Cl)cc2)nc1N	.	-0.9	0.1	0.0	8	-3	-19	9
O=C(CN1CCN(Cc2ccccc2)CC1)NNC(=O)c1ccc(Cl)cc1	-5	1.4	0.7	0.0	-7	1	-1	16
O=C(NNC(=O)c1ccccc1F)c1ccc(-n2cncn2)c([N+](=O)[O-])c1	.	1.8	1.2	0.0	-3	1	-5	1
Cc1cccc(CCN=C(N)NS(=O)(=O)c2ccccc2)c1	7	2.9	.	0.1	-1	-1	19	8
O=C(O)/C=C/c1ccc(Cn2ccnc2)cc1	2&1	0.1&-0.3	-0.4&3.1	0.0&0.0	6&-6	-4&-5	1&14	19&2
Cc1ccccc1NC(=O)c1cccc(NC(=O)c2c(C(=O)O)cccc2[N+](=O)[O-])c1	.	0.7	.	-0.1	5	8	-21	3
CCn1c(CNC(=O)c2ccco2)nnc1SCC(=O)Nc1cc(C(F)(F)F)ccc1Cl	4	-1.1	.	.	5	2	0	-12
O=C(c1cccc(Cl)c1)N1CCCc2ccccc21	1	0.3	.	0.3	-1	4	0	26
O=C(CCN1CCCCC1)N[C@@H]1CC[C@@H](CCNS(=O)(=O)c2ccccc2)O[C@H]1CO	5	0.6	-1.2	-0.3	9	.	-9	-7
C/C(=N/NC(=O)c1ccccc1)C(=O)O	.	0.6	0.3	0.0	-3	-3	-12	.
COc1ccccc1C(=O)N/C(=C/c1ccco1)C(=O)Nc1cccc(C(=O)O)c1	-15	0.0	-0.2	0.2	5	13	-189	-1
COc1ccc(NC(=O)Nc2cccc3c2O[C@@H](CN(C)C(=O)Nc2c(C)noc2C)[C@H](C)CN([C@@H](C)CO)C3=O)cc1	2	2.0	-0.2	6.2	8	-4	5	12
Cc1ccccc1S(=O)(=O)NC(=O)C1(C)CCN1C(=O)C1CCCCC1 (stereo not given)	-8	1.4	0.0	0.1	-7	-2	-4	0
C[C@@H]1CN([C@@H](C)CO)C(=O)CCCn2nncc2CO[C@@H]1CN(C)C(=O)Nc1ccccc1C(F)(F)F	9&1	1.5&-0.9	0.1	0.4	2&-2	-3&0	0&-8	-3&-4
CN(C)c1ccc(/C=N/OC(=O)Nc2ccccc2)cc1	10	-0.3	0.1	0.2	0	-2	-16	0
Cc1cccc(C)c1NC(=O)CN(C)C(=O)c1ccc(N2C(=O)CCC2=O)cc1	5	-0.4	0.0	0.1	-4	-1	-12	13
C/C(=N\NC(=O)c1cccc(Cl)c1)C1C(=O)c2ccccc2C1=O	-5	5.6	.	0.0	1	7	-15	-50
O=C(Nc1ncccn1)C1CCCN1S(=O)(=O)c1ccc(Cl)c(Cl)c1 (stereo not given)	-6	-3.0	.	.	-8	-4	-2	3
Cc1ccc(N(C(=O)CS(=O)CC(=O)Nc2ccc(F)cc2)C(C)C(=O)NC(C)(C)C)cc1 (stereo not given)	.	-1.1	.	0.2	-3	.	-16	-5
COc1ccc2c(c1)[C@@]1(OCCC=C[C@H]1C)C(=O)N2Cc1ccc(Br)cc1	.	3.4	-0.3	0.4	-11	1	-2	20
Cc1nn(-c2ccccc2)c(Cl)c1/C=C(\C#N)C(=O)NC(C)C	.	.	.	-0.3	-5	-1	0	-6
O=C(N/N=C/c1ccccc1OCc1ccccc1)c1cccnc1	.	.	.	0.2	12	0	3	0
COC(=O)[C@]1(Cc2ccccc2)N[C@H](CN(C)S(=O)(=O)c2ccc(F)cc2)[C@@H]2C(=O)N(Cc3ccccc3)C(=O)[C@@H]21	-9	1.4	0.9	.	-2	-2	-4	-14
CCN(CC(=O)Nc1ccccc1C(F)(F)F)C(=O)c1ccc2c(c1)NC(=O)CS2	4	-6.7	.	0.0	-7	0	-5	16
C[C@@H]1CN([C@@H](C)CO)S(=O)(=O)c2ccc(C3=CCCC3)cc2O[C@@H]1CN(C)C(=O)C1CCC1	-1	0.5	0.3	-0.8	-9	3	-9	-8
CN1C(=O)C(O)(CC(=O)/C=C/c2ccco2)c2ccccc21 (stereo not given)	.	-2.9	.	0.0	-3	1	-9	-5
CO[C@H]1CN(C)C(=O)c2cc(NC(=O)Nc3cccc(F)c3)ccc2OC[C@H](C)NC[C@H]1C	4	2.4	-0.2	-0.3	?	.	-1	-3
Cc1noc(C)c1NC(=O)Nc1ccc2c(c1)CC(=O)N([C@@H](C)CO)C[C@@H](C)[C@@H](CN(C)C(=O)Nc1cccc3ccccc13)O2	5	-2.3	-0.1&0.0	0.2&-0.3	-4	2	1	1
C=CCN1C(=O)C(Cc2ccc(OC)cc2)S/C1=N\N=C\c1cccs1 (stereo not given)	6	.	.	.	.	0	-8	-32
CCOc1ccc2c(c1)C(N(CCN1CCOCC1)C(=O)Nc1ccccc1)CC(C)(C)O2 (stereo not given)	.	2.5	-0.9	0.0	-2	0	0	-22

Rows are unselected; overall some 3.7% were active at least once.
